# Screens (PubChem)
# FXIIa inh: inhibitors of human coagulation factor XIIa; inhibition, % at 5 µM; purified FXIIa, Boc-QGR-AMC fluorogenic substrate, 2 h; actives 0.3% (n = 220,000); AID 800; in the data active = inhibition above about 40%;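 note: 0% = enzyme with no compound and 100% = blank without enzyme; many of its hits are not listed in these tables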
# p97 inhibitor: human p97 ATPase inhibition | actives 0.42% (n = 220,000) | recombinant p97 ATPase, Kinase-Glo ATP luminescence, 3 h | inhibition, % at 8 µM | P55072; in the data active = inhibition above about 15%;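 note: 0% = DMSO vehicle and 100% = wells lacking enzyme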
# Wee1 stabilizer: human Wee1 degradation inhibition, primary screen; reporter increase, % at 5 µM; actives 1.2% (n = 220,000); HeLa Luc-Wee1K328M stability, luciferase luminescence; 100% = proteasome inhibitor MG132 effect; AID 1321;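 active = activation above the mean of all tested compounds plus 3 SD, set per screening run, cut at about 8.8% in these data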;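 note: cells exposed to compound for 20 h before luminescence read; 0% = DMSO alone and 100% = MG132 at 30 µM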
# Furin inh: blocks human furin protease activity; P09958; inhibition, % at 30 µM; actives 0.061% (n = 220,000); purified furin, fluorogenic substrate cleavage; in the data active = inhibition above about 25%; note: inactives centre near -15
# Target sequence (P09958 108-714 limits assumed): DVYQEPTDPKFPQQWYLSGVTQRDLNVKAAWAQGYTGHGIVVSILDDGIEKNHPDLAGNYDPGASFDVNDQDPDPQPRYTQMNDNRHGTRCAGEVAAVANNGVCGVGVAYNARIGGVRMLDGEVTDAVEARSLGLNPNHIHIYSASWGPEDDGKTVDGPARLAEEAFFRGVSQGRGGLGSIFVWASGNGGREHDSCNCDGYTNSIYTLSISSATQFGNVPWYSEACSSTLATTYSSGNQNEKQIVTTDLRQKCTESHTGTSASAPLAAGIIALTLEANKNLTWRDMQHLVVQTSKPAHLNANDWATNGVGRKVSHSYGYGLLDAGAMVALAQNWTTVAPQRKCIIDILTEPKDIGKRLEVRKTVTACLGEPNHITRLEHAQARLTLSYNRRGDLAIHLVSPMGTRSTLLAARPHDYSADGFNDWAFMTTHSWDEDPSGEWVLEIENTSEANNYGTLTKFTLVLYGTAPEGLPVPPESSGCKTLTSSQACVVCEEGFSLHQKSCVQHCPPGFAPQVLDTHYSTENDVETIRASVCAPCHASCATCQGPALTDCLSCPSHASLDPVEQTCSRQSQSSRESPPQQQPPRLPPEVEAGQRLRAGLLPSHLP
# KCC2 mod: KCC2 (human) Cl- transport modulation. actives 2.2% (n = 190,000). KCC2 cells, thallium flux FluoZin-2 fluorescence. Q9H2X9. AID 1456. B-score of Tl+ flux slope (higher = more flux/activation; lower = inhibition) at 10 µM;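 active = thallium flux slope and its plate-corrected score both differing from the plate sample mean at a set confidence after two filtering rounds, in either direction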;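 note: slope of fluorescence scaled to starting intensity during 10 to 20 s after thallium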
# KLK5 inh: inhibitors of human kallikrein 5; Q9Y337; actives 0.59% (n = 210,000); inhibition, % at 5 µM; recombinant hK5, fluorogenic AMC substrate cleavage;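 active = inhibition of 40% or more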;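 note: 0% = enzyme controls without compound and 100% = no-enzyme blanks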
# Target sequence (Q9Y337 67-293 limits assumed): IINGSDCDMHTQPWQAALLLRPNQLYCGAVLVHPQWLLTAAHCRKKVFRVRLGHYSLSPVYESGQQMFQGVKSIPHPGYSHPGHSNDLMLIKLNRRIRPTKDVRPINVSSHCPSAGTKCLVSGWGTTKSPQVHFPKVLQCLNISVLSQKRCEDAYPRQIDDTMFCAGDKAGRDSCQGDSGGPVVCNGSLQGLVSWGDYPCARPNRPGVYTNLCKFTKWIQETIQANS
# PERK inhibitor: human PERK inhibition, primary cell-based screen. CHO PERK-DD fusion, SEAP luminescence translation reporter. inhibition, % at 5.6 µM. actives 0.17% (n = 220,000). AID 1416;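 active = inhibition above the mean inhibition of all tested compounds plus 3 SD, set separately per screening campaign, cut at about 2.9% in these data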;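 note: PERK kinase domain activated by AP20187 dimerizer at 100 nM; 0% = DMSO with dimerizer and 100% = rapamycin at 8.4 µM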
# Thrombin inh: thrombin (human) inhibition. alpha-thrombin, Boc-VPR-AMC fluorogenic substrate cleavage. inhibition, % at 5 µM. actives 0.26% (n = 220,000). AID 1046;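 active = inhibition at or above 40%; inactive = inhibition below 40%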;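 note: 0% = enzyme with no compound and 100% = wells without enzyme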
#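 Material: Human alpha-thrombin protein | Buffer or medium: pH 7.5 Tris-saline with Tween 20 | Reagent: Boc-VPR-AMC substrate, 15 µM final | Schedule: Reaction at ambient temperature | Detection: AMC fluorescence at 355 nm excitation and 460 nm emission | Evaluation: Percent inhibition scaled between no-compound controls and no-enzyme blanks | Controls: no-compound enzyme wells and no-enzyme blanks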
# FXIa inh 1536: inhibitors of human coagulation factor XIa; purified FXIa, Boc-Glu-Ala-Arg-AMC fluorogenic substrate; AID 798; P03951; inhibition, % at 5 µM; actives 0.14% (n = 220,000);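 active = inhibition of at least 40%; inactive = inhibition below 40%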;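 note: fluorescence of freed AMC excited at 355 nm; 0% = enzyme without compound and 100% = no enzyme blank; many of its hits are not listed in these tables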
# Active calls of the source: *; / = no result given; [ ] = dose if it differs, or a comment.
SMILES,FXIIa inh,p97 inhibitor,Wee1 stabilizer,Furin inh,KCC2 mod,KLK5 inh,PERK inhibitor,Thrombin inh,FXIa inh 1536
COC(=O)[C@@H]1C[C@H]2CC[C@H](O)C[C@H]2N1Cc1ccc(Cl)cc1,5,/,/,-11,1.1,4,/,1,1
COc1ccccc1Oc1nc(-c2cccnc2)nc2ccccc12,12,-4,-1,-24,-0.31,-2,-0.3,-19,-6
Cn1cccc1C(=O)NC(=O)COC(=O)c1cc(S(=O)(=O)N2CCCCC2)ccc1Cl,11,3,-2,-32,0.37,9,-0.2,-9,1
CCCNC(=O)c1ccc2c(=O)c(O)c(-c3cccc(Br)c3)[nH]c2c1,9,/,/,-26,0.073,6,/,3,3
O=C(CN1CCN(Cc2ccccc2Cl)CC1)N/N=C/C=C/c1ccccc1[N+](=O)[O-],6,3,-2,-17,-0.45,0,-0.4,-2,5
O=C(Nc1nc2ccc(F)cc2s1)c1cccc(S(=O)(=O)N2CCc3ccccc32)c1,16,5,2,-19,-0.94,-11,0.2,-5,11
CC(C)C(=O)c1cc2c(cc1NC(=O)Nc1cccc3ccccc13)OCCO2,2,-2,-2,-16[20 µM],/,1,0.9,-3,2
CCn1cnc2sc(C(=O)N3CCN(Cc4ccc5c(c4)OCO5)CC3)c(C)c2c1=O,0,1,2,-17,0.35,-28,-1.1,-1,-15
O=C(O)c1nnn(-c2ccc([N+](=O)[O-])cc2)c1-c1ccccc1,4,7,2,-16,-0.99,-5,1.8,-1,-1
C=CCSc1nnc2c(n1)OC=Nc1ccccc1-2,6,-4,-2,-7,-0.44,-5,0.3,1,-4
C[C@@H](NC(=O)c1coc(=O)c(Br)c1)c1ccccc1,6,3,5,-9,/,-21,1.6,1,4
Cc1nnc(NC(=O)C2COc3ccccc3O2)s1 (stereo unspecified),12,7,2,-20,1,-15,0.5,1,3
COc1ccc(C(=O)COC(=O)c2ccco2)cc1,22,-8,1,-14,/,-5,0.0,6,10
O=C(c1ccco1)N1CCN(C(=O)C(c2ccccc2)c2ccccc2)CC1,10,2,-1,-1[20 µM],-0.0095,-9,-0.1,-2,2
COc1ccc(CC(=O)NNC(=O)CSc2nc(C)c(C)c(=O)[nH]2)cc1,6,-3,4,-11,0.22,/,1.3,0,-2
CCNCCC(=O)N1c2ccccc2Sc2ccc(NC(=O)OCC)cc21,7,1,-2,-7[20 µM],0.64,-29,-0.5,-2,0
CCOC(=O)C/C(C)=N/NC(=O)CN(c1ccc(Br)cc1)S(=O)(=O)c1ccccc1,13,2,7,-11,-1.3,-2,0.1,-10,5
CCOC(=O)C(C)Oc1ccc2c(CC)cc(=O)oc2c1C (stereo unspecified),5,-3,-2,-14[20 µM],/,-14,-1.6,4,0
CC(C)(CO)NCC#Cc1ccccc1,10,3,-1,-22,-0.26,/,0.9,-2,3
O=C(CN(C(=O)c1ccc(Cl)cc1)N1C(=O)C2CCCCC2C1=O)c1ccc(Cl)cc1 (stereo unspecified),7,0,-2,-10[20 µM],0.45,-30,0.6,-4,-3
O=C1CCCc2oc3ccc(NS(=O)(=O)c4cccc5cccnc45)cc3c21,4,7,5,-21,-0.049,-5,1.2,-4,-3
O=C(c1ccco1)N1CCN(c2cc(N3CCOCC3)c(F)cc2[N+](=O)[O-])CC1,2,0,-1,-8,-0.17,-19,-0.6,3,6
c1ccc(CCC2CCCCN2Cc2nc(C3CC3)no2)cc1 (stereo unspecified),2,1,1,-18,-0.44,-3,1.9,-12,-4
CCC(C)NC(=O)c1nc2c(nnn2Cc2ccccc2Cl)c(=O)[nH]1 (stereo unspecified),12,5,-3,-35,-3.1,10,0.0,-6,3
CCOc1ccc(N2CC(C(=O)Nc3ccccc3OC)CC2=O)cc1 (stereo unspecified),1,-5,-1,-11,0.25,5,0.2,34,3
CCC(=O)N(CCC1(c2ccccc2OC)CCOC(C(C)C)C1)Cc1ccco1 (stereo unspecified),9,-6,-2,-21,-2.2,-8,0.3,-5,3
CCOC(=O)c1[nH]c(C)c(C(=O)N2CCN(c3ccc(F)cc3)CC2)c1C,18,-3,0,-21[20 µM],-2,0,-1.2,4,5
CCOc1ccc(NC(=O)CS(=O)(=O)c2cn(C)c3ccccc23)cc1,5,-7,0,-10,0.12,-1,-0.4,-8,-4
O=C(CNC(=O)c1ccccc1F)N/N=C/c1cn[nH]c1-c1ccccc1,10,5,3,-27,-2.1,-11,1.6,-1,2
CC(=O)Nc1ccc(S(=O)(=O)N(CCc2ccccc2)CC(=O)N/N=C/c2ccc(C(=O)O)cc2)cc1,1,3,0,-15,-1.3,-8,0.5,-8,-6
CCn1c(SCC(=O)N2CCCc3ccccc32)nc2ccccc2c1=O,6,-1,1,-14,-1.9,-13,-1.9,-1,-1
COc1ccc(C2Nc3ccccc3C(=O)N2NS(C)(=O)=O)cc1OC (stereo unspecified),3,7,6,-23,-0.013,-5,-0.1,-9,-4
N=c1c[n+](N2CCOCC2)[n-]o1,-1,-3,2,-11,-0.57,-5,0.6,/,-7
CCc1cccc(OCCn2nc(C(=O)O)c3ccccc3c2=O)c1,0,9,-1,-14,-0.93,8,1.1,-4,-3
CSCCC1COC(c2cccs2)=N1 (stereo unspecified),0,0,-1,-24,0.92,-1,2.0,-2,-7
O=C(OC(c1ccccc1)c1nccc2ccccc12)c1cccc([N+](=O)[O-])c1 (stereo unspecified),4,5,1,-6,-0.74,-1,-0.6,6,1
O=C(Nc1nc(-c2ccccc2Cl)cs1)c1cccnc1,23,4,0,-19[20 µM],1.1,2,0.0,5,11
CCN(CC)C(=O)COc1ccc(-c2nnc(N3CCCCC3)c3ccccc23)cc1,11,-1,5,-12[20 µM],-0.036,-10,-1.2,-5,4
Cc1cc(C)cc(NC(=O)c2ccc(S(=O)(=O)C(F)F)cc2)c1,1,-1,1,-19,0.32,-4,0.4,0,8
Cc1cc(SCNC(=O)c2ccccc2)ncn1,-4,6,-1,-19,0.49,-19,0.5,-6,-9
CCOC(=O)c1ccc(NC(=O)c2cn(-c3ccccc3)nc2-c2ccncc2)cc1,21,5,-2,-17[20 µM],-1.1,-34,0.0,-2,19
O=C(CCC1CCCN(C(=O)Cn2cnnn2)C1)NCc1ccccc1F (stereo unspecified),8,3,2,-11,-0.94,18,2.0,2,1
O=C(COc1ccccc1)N1CCCC1,8,4,-2,-8,-0.54,0,0.8,/,3
CNC(=S)N1N=C(c2ccccc2)CC1c1ccc(OC)c(OC)c1 (stereo unspecified),6,-2,1,-4,0.18,-1,-0.2,-4,-1
OC(c1cc(-c2ccc(Cl)cc2)nc2ccccc12)C1CCCCN1 (stereo unspecified),5,12,-1,-26,2.4,6,-0.6,-2,6
Cc1ccc2nsnc2c1S(=O)(=O)N(Cc1cc2cccc(C)c2[nH]c1=O)CC1CCCO1 (stereo unspecified),-16,5,-2,-15[20 µM],-0.41,-7,0.6,-8,-7
O=C(N/N=C/c1ccc(O)cc1)/C(=C/c1ccc([N+](=O)[O-])cc1)NC(=O)c1ccccc1,22,3,2,-8[20 µM],0.63,5,1.2,0,21
COCCN(CCOC)C(=O)C1CCCN(S(=O)(=O)c2ccc(NC(=O)OC)cc2)C1 (stereo unspecified),1,8,-1,-17,0.69,-2,-1.2,-2,-1
CC(C)NC(=O)COc1ccc(/C=N/NS(=O)(=O)c2ccccc2)cc1,16,5,-1,-12[20 µM],/,4,2.2,3,2
CCc1cccc(N(C)C(N)=Nc2cccc3ccccc23)c1,9,/,/,-20,-0.35,4,/,3,4
CCOC(=O)N1CCN(C(=O)C2CCC(C(=O)N3CCN(C(=O)OCC)CC3)CC2)CC1 (stereo unspecified),/,-1,9.5*,-24[20 µM],0.007,/,0.7,/,/
CCC(CO)NCc1cc(OC)c(OCC(=O)NCCc2ccccc2)cc1Br (stereo unspecified),-3,2,-1,-30,-0.93,-21,-0.3,-9,-2
Cc1ccc(CN2CCN(Cc3ccccn3)CC2CCO)cc1 (stereo unspecified),0,-8,6,-19,0.69,-3,0.1,-8,-7
COc1ccc(NC(=O)CNc2cc(S(=O)(=O)N3CCOCC3)ccc2NCC2CCCO2)cc1 (stereo unspecified),-3,1,-2,-30,0.73,-16,1.4,3,-4
Cc1ccccc1NC(=S)N(CCCN1CCC(C)CC1)Cc1ccco1,4,1,-1,-28,0.42,-31,0.1,-3,3
O=C(NCc1ccco1)C1CCN(Cc2ccc(F)cc2)CC1,-2,5,1,7[20 µM],-1.3,-3,0.4,-5,-6
CC(=O)Nc1cc(C(=O)N2CCc3ccccc3C2)ccc1Sc1ccc(Cl)cc1,3,3,9.6*,-15,-2.5,-6,-0.4,-9,-11
CC(C)c1ccc(NC(=S)NN2C(C)CCCC2C)cc1 (stereo unspecified),7,1,-1,-21,0.081,-2,0.4,-10,4
CCNC(=S)N1CCN(Cc2ccccc2)CC1,3,4,5,-23,-1.7,-1,0.4,-8,-3
COc1ccc(OCC(=O)c2c[nH]c3ccccc23)cc1,11,3,0,-19,-0.27,3,1.8,-12,0

# The last 2 entries of the section above open the next one.
SMILES,FXIIa inh,p97 inhibitor,Wee1 stabilizer,Furin inh,KCC2 mod,KLK5 inh,PERK inhibitor,Thrombin inh,FXIa inh 1536
CCNC(=S)N1CCN(Cc2ccccc2)CC1,3,4,5,-23,-1.7,-1,0.4,-8,-3
COc1ccc(OCC(=O)c2c[nH]c3ccccc23)cc1,11,3,0,-19,-0.27,3,1.8,-12,0
O=C(N/N=C/c1c[nH]c2ccc(Br)cc12)c1ccn(Cc2ccc(Cl)cc2)n1,3,0,0,-16[20 µM],1.5,2,-1.1,-1,-13
CCOC(=O)c1ccc(N2CCN(c3ccc(F)cc3)CC2)c(NC(=O)Nc2cccc(OC)c2)c1,32,-3,0,-14,0.74,-4,0.0,3,6
Cc1scc(C(=O)NNC(=O)CCC(=O)O)c1C,0,0,-1,-8,-0.089,0,0.0,-11,-6
O=C(CC(=O)c1ccccc1)Nc1cc(C(F)(F)F)ccc1Cl,3,1,3,6,-0.099,-16,0.3,-9,-2
CN(C)c1ccc(C(=S)N2CCOCC2)cc1Br,-9,5,0,-12,0.14,3,0.0,-2,-7
COc1ccc([N+](=O)[O-])cc1NC(=O)CCNC(=O)Cn1ccc2ccccc2c1=O,6,1,-2,-23,0.94,-5,1.1,-7,-5
COc1ccc(NC(C)=O)cc1NC(=O)c1ccc2ccccc2c1,9,5,1,-35,-0.57,-5,-0.1,7,-3
O=C(NCC1CCCO1)c1cc2n(n1)C(C(F)(F)F)CC(c1ccc(Br)cc1)N2 (stereo unspecified),5,3,-3,-6,-0.68,-5,-1.4,-4,-6
COc1ccccc1NC(=O)c1ccc(-n2cccn2)c([N+](=O)[O-])c1,-3,0,-1,-24,-1.1,-24,-0.2,1,-8
COc1cc(CC(=O)OCn2nnc3ccccc3c2=O)cc(OC)c1OC,4,-1,-1,-24,0.49,1,0.5,-5,-1
CCN1CCN(c2nc(-c3cccs3)nc3ccccc23)CC1,3,2,-1,0,-0.53,-1,-0.7,-6,-3

# Compound profiles, as listed above. Order of values: FXIIa inh, p97 inhibitor, Wee1 stabilizer, Furin inh, KCC2 mod, KLK5 inh, PERK inhibitor, Thrombin inh, FXIa inh 1536
# OC(c1cc(-c2ccc(Cl)cc2)nc2ccccc12)C1CCCCN1 (stereo unspecified) is listed with 5, 12, -1, -26, 2.4, 6, -0.6, -2, 6
# O=C(Nc1nc(-c2ccccc2Cl)cs1)c1cccnc1 is listed with 23, 4, 0, -19[20 µM], 1.1, 2, 0.0, 5, 11
# CCc1cccc(OCCn2nc(C(=O)O)c3ccccc3c2=O)c1 is listed with 0, 9, -1, -14, -0.93, 8, 1.1, -4, -3
